Compound activity from PubChem.
GSIS activator – GLuc luminescence reporter in INS-1E cells, primary screen for activators of glucose-dependent secretion of insulin. INS-1E GLuc reporter insulin secretion, 2-3 h. hit rate 0.61% among 370,000. activation, % at 16.6 µM;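 active = lowest replicate activation of at least 40%, so every replicate reaches that level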;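 also: 0% = median of neutral control wells and 100% = median of IBMX positive control wells; some compounds called inactive have numbers as strong as hits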
PglD DTNB – blocks C. jejuni PglD acetyltransferase activity; purified PglD enzyme, DTNB colorimetric CoA detection; inhibition, % at 12.5 µM; hit rate 0.098% among 360,000; in the data active = inhibition above about 16%, passing the limit was not always enough; inconclusive = no clear call, values can overlap the other calls; also: strong numbers were not always called active
FN deposit inh – fibronectin deposition inhibition | AH1F fibroblasts, Alexa488-fibronectin deposition fluorescence, overnight | hit rate 0.086% among 350,000 | AID 743247 | inhibition, % at 12.6 µM;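 active = mean inhibition across replicates of 30% or more, regardless of how many single replicates reach that level; inconclusive = mean under 30% yet at least half of replicates reach 30%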;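 also: positive control wells lacked labelled fibronectin entirely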
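Test system: AH1F fibroblast monolayer depositing Alexa488-labelled fibronectin into matrix. Input: 10000 cells per well. Technique: fluorescence, ex 485 nm, em 525 nm. Buffer or medium: DMEM plus 2% serum, read in PBS. Timing: 1 h cell adhesion before compound, then overnight fibronectin incubation. Compound: single dose, pinned. Read-out basis: inhibition from reduced deposited-fibronectin fluorescence.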
Cneo AK release – Cryptococcus neoformans lysis via adenylate kinase release | C. neoformans lysis, adenylate kinase release luminescence, 4 h; normalised: neutral wells 0, clomiphene wells 100 | lysis activity, % at 15 µM | AID 651654 | hit rate 0.2% among 360,000;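 active = mean lysis activity across replicates of at least 80%, whatever share of replicates individually reach that level; inactive = mean lysis activity below 80%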
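Material: C. neoformans cells | Amount: Yeast cell density of 5 × 10^6 cells/mL | Medium: Fresh YPD growth medium | Dosing: Single dose | Times: Static 4 h at 37 °C with compound, 1 h detection | Detection: AK luminescence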
C2C12 statin – suppressors of simvastatin-induced myotoxicity in C2C12 myotubes | ATP luminescence, 48 h; scaled: DMSO 0, geranylgeraniol control 100 | hit rate 0.78% among 330,000 | rescue of ATP level, % at 7.49 µM;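 active = mean ATP rescue above about 67%, or every replicate alone reaching that limit, limit read from the data, passing the limit was not always enough; inconclusive = no clear call, values can overlap the other calls; inactive = mean under the limit and some replicate under it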;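 also: myotubes were challenged with 10 µM simvastatin during compound exposure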
miR-122 sensor – inhibitors of miR-122 in Huh7 cells. AID 602342. hit rate 0.3% among 340,000. Huh7 miR-122 Renilla luciferase sensor, 48 h; neutral wells = 0, positive control = 100. activation (reporter increase), % at 12.5 µM;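 active = mean replicate activation score at least 90 and every replicate individually at or above 90; inconclusive = only one of the two criteria met; inactive = neither criterion met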;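 also: higher luciferase means less miR-122 activity so hits act as miR-122 inhibitors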
PGC1a acetyl inh – lowers PGC1a acetylation signal in U2OS cells; hit rate 0.17% among 350,000; AlphaScreen anti-acetyl-lysine; with virally co-expressed GCN5 acetyltransferase; inhibition, % at 15.6 µM;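 active = every replicate shows inhibition of at least 40%; inconclusive = mean inhibition at least 40% but some replicate below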;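 also: 0% = neutral control wells and 100% = positive control wells; some results beyond the cut were filed as inactive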
F508del corr – CFTR F508del correction in bronchial cells; hit rate 0.36% among 350,000; activity (quench increase), % at 7.58 µM; CFBE cells, YFP halide quenching; stimulated with forskolin plus potentiator P3; % fluorescence drop versus neutral controls;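 active = mean added fluorescence quench of at least 8% versus neutral control, with both replicates also reaching 8%; inconclusive = only one of the mean or replicate conditions met; inactive = mean below 8% and not both replicates reaching 8%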;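 also: cells transiently co-express mutant CFTR-F508del with the halide-sensitive YFP; corrector assay measuring rescue of mutant channel to the surface after 24 h compound exposure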
Starred values were filed as active, the others as inactive; ? = inconclusive; . = not tested or not shown; [ ] = another dose, or the depositor's remark. No enrichment for hits; 2.1% or so of the library scored in one or more.

SMILES | GSIS activator | PglD DTNB | FN deposit inh | Cneo AK release | C2C12 statin | miR-122 sensor | PGC1a acetyl inh | F508del corr
Cc1cccc(NC2(C(F)(F)F)N=C(c3ccccc3)NC2=O)n1 (stereo not drawn) | 0 | -4 | . | 3 | 15 | . | 4 | -1.6
CC(=O)CCc1c(C)[nH]c2ccc(NC(C)=O)cc2c1=O | 13 | 8 | . | 1 | 1 | 7 | 9 | .
O=C(Nc1ccc(F)cc1)N1CC(=O)N2[C@H](C1)[C@@H](c1ccc(-c3cccc(F)c3)cc1)[C@@H]2CO | -24 | . | 1 | . | . | . | -10 | -0.1
CCCNC(=O)N(C)C[C@@H]1Oc2ncc(C#Cc3ccncc3)cc2C(=O)N([C@@H](C)CO)C[C@H]1C | -12 | -1 | -2 | -2 | -3 | -7[16.7 µM] | 8 | -0.4
Cc1cccc(C)c1OCC(=O)NNC(=O)Nc1ccc(Cl)cc1 | -1 | -3 | . | 1 | 4 | 3 | -4 | 2.1
C[C@@H]1CCCCO[C@@H](CN(C)C)[C@H](C)CN([C@@H](C)CO)C(=O)c2cc(NS(=O)(=O)c3cccs3)ccc2O1 | 11 | 1 | -5 | 2 | . | -8[16.7 µM] | 5 | 0.7
CC(C)CNc1ncnc2c1ncn2[C@H]1CN(Cc2ccc3c(c2)OCO3)C[C@@H](CO)O1 | -5 | 2 | -1 | -1 | 4 | -3 | 0 | -1.9
COc1cccc(C(=O)N/N=C2/SCC(=O)N2CCc2ccc(OC)c(OC)c2)c1 | . | 1 | -4 | -1 | 33 | 2 | -12 | .
CCC(NC(=O)c1cc(COc2cncc(Cl)c2)on1)c1ccc(C)cc1 (stereo not drawn) | -45 | -4 | -9 | 0 | 8 | 3 | 5 | -4.8
OC(COCc1cccs1)CN1CCN(c2cccc(C(F)(F)F)c2)CC1 (stereo not drawn) | -31 | -2 | -2 | 0 | . | -4 | . | .
CN(C)S(=O)(=O)c1cccc(NC(=O)COC(=O)/C=C/c2ccc([N+](=O)[O-])cc2)c1 | 18 | . | 0 | . | . | -3 | -13 | -0.3
Cc1ccc(-c2nc3c(c(=O)c4ccccc4n3C)c(=O)n2Cc2ccco2)cc1 | -34 | 9 | 3 | -5 | . | 2 | 0 | -5.0
CCC(=O)N(C)C[C@@H]1Oc2cc(-c3ccc(OC)cc3)ccc2S(=O)(=O)N([C@@H](C)CO)C[C@@H]1C | 4 | -3 | 5 | -6 | 30 | 0[16.7 µM] | -3 | -0.3
Cc1nc(NC(=O)c2ccccc2)sc1-c1cc(C(=O)N2CCOCC2)nn1Cc1ccccc1 | -14 | 1 | -4 | -3 | -1 | -2 | 13 | -7.6
O=C(c1ccc([N+](=O)[O-])cc1)c1cc2ccc(O)cc2oc1=O | 18 | -5 | 4 | -3 | 3 | 2 | 2 | 2.0
O=C(Cn1c(NCCCO)nc2ccccc21)c1ccc(F)cc1 | 8 | 6 | 0 | 0 | 3 | . | . | -0.2
Cc1noc(C)c1COc1ccc(C(=O)NCC(c2c(F)cccc2Cl)N(C)C)cc1 (stereo not drawn) | -4 | 6 | . | -1 | 7 | 2 | -6 | -9.8
CCC(Cc1ccccc1)NC(=O)Cn1ncc2ccsc2c1=O (stereo not drawn) | -1 | -5 | -11 | -1 | 0 | 1 | . | -1.6
O=C(N/N=C1\CCCc2ccccc21)c1ccc([N+](=O)[O-])cc1Cl | . | 2 | 0 | -3 | -3 | 1 | 6 | .
COc1cccc(C(C)(O)c2nc(-c3cccc(F)c3)cs2)c1 (stereo not drawn) | -40 | 3 | 0 | -1 | 10 | -1 | . | 2.9
NC(=O)CC1NC(=O)c2ccccc21 (stereo not drawn) | . | -1 | -2 | 1 | 0 | 1 | 8 | .
COc1ccc(NC(=O)N2CCN(c3ccc([N+](=O)[O-])cc3)CC2)cc1OC | -6 | . | 4 | . | . | . | -1 | -2.5
CCC(c1nnnn1-c1ccc2c(c1)OCCO2)N1CCN(C/C=C/c2ccccc2)CC1 (stereo not drawn) | -21 | 3 | 6 | -14 | -2 | -2 | 4 | -4.6
CN(C)C(=S)NC(=NCc1ccc([N+](=O)[O-])cc1)c1ccccc1 | -15 | -3 | -6 | 16 | -43 | -1 | -32 | 1.1
COC(=O)/C=C/c1cnc2ccccc2c1 | 22 | . | -9 | . | . | . | ? | 3.4
Cc1onc(-c2c(F)cccc2Cl)c1C(=O)Nc1nc2ccccc2[nH]1 | -20 | 14 | . | -5 | 13 | 1 | 1 | .
C[C@H](CO)N1C[C@H](C)[C@@H](CN(C)Cc2ccncc2)OCCCC[C@H](C)Oc2ccc(NS(=O)(=O)c3ccc(F)cc3)cc2C1=O | -7 | -2 | -14 | 54 | . | 1[16.7 µM] | 1 | -0.1
Cn1cncc1C#Cc1c(-c2ccsc2)sc2ccccc12 | 18 | 5 | -9 | 21 | -28 | -2 | . | 2.2
O=C(COC(=O)c1c[nH]c2ccccc12)NC1CCCCC1 | -9 | -1 | -7 | 0 | 25 | 4 | -4 | 1.3
Cc1cc(N)ccc1NC(=O)c1ccccc1 | . | -5 | -2 | -1 | 7 | -4 | -32 | .
CCO[C@H]1OC(C(=O)N2CCN(Cc3ccc4c(c3)OCO4)CC2)=C[C@@H](c2ccccc2)[C@@H]1CCCO | -9 | -5 | 0 | -5 | -3 | -5 | 1 | 0.0
CCCC(=O)N1CCCC1(C)C(=O)Nc1ccc2c(c1)CCN2C(C)=O (stereo not drawn) | . | -2 | 7 | 1 | 1 | 14 | . | 0.5
COc1cc(C(=O)c2ccccc2C(=O)O)c(OC)c2c1CCCC2 | -3 | . | -5 | . | 15 | -2 | 4 | 1.6
O=c1c2ccccc2[nH]c(=S)n1Cc1ccccc1 | -4 | 3 | 2 | 0 | 5 | -1 | -22 | -0.4
CNC(=O)C[C@@H]1CC[C@H]2[C@@H](COc3ccc(NC(=O)Nc4cccc(C)c4)cc3C(=O)N2C)O1 | 17 | -3 | -11 | -2 | 4 | 49[16.7 µM] | -6 | 1.2
O=C(O)c1ccc(CSc2nnc(-c3ccncc3)n2-c2ccc(Br)cc2)cc1 | 4 | 7 | 3 | -1 | -11 | -7 | -2 | -0.7

Single records, as listed above.
Results for `C[C@H](CO)N1C[C@H](C)[C@@H](CN(C)Cc2ccncc2)OCCCC[C@H](C)Oc2ccc(NS(=O)(=O)c3ccc(F)cc3)cc2C1=O` = GSIS activator = -7; PglD DTNB = -2; FN deposit inh = -14; Cneo AK release = 54; C2C12 statin = .; miR-122 sensor = 1[16.7 µM]; PGC1a acetyl inh = 1; F508del corr = -0.1
Results for `O=C(O)c1ccc(CSc2nnc(-c3ccncc3)n2-c2ccc(Br)cc2)cc1` = GSIS activator = 4; PglD DTNB = 7; FN deposit inh = 3; Cneo AK release = -1; C2C12 statin = -11; miR-122 sensor = -7; PGC1a acetyl inh = -2; F508del corr = -0.7

(more compounds)
SMILES | GSIS activator | PglD DTNB | FN deposit inh | Cneo AK release | C2C12 statin | miR-122 sensor | PGC1a acetyl inh | F508del corr
CN(CC(=O)Nc1ccccc1Cl)C(=O)c1cc(C2CC2)nn1-c1ccccc1 | 2 | 8 | 2 | 1 | 13 | 9 | -2 | -2.8
O=C(O)c1cccc(-c2csc(C(O)c3ccc(F)cc3)n2)c1 (stereo not drawn) | . | -4 | . | 1 | -4 | 1 | 10 | 2.2
COC(=O)CSc1nnc(CNC(=O)c2ccc(OC)cc2OC)n1C | -3 | -4 | 12 | -3 | 3 | -9 | 2 | .
c1ccc(-c2nnc(-c3ccccc3)nn2)cc1 | 13 | 4 | 5 | -1 | . | 16 | 7 | 0.3
C/C=C/c1ccc2c(c1)[C@H]1[C@H](CCN1S(=O)(=O)c1ccccc1)[C@H](CO)N2 | 26 | 0 | -2 | -2 | -16 | -6[16.7 µM] | -14 | 0.2
Cc1noc(C)c1NC(=O)Nc1ccc2c(c1)C(=O)N([C@H](C)CO)C[C@H](C)[C@H](CN(C)C(=O)Nc1ccccc1)O2 | 8 | . | . | . | . | 3[16.7 µM] | -10 | 1.8
CNC[C@H]1Oc2ccc(NC(=O)Nc3ccc4c(c3)OCO4)cc2C(=O)N([C@@H](C)CO)C[C@@H]1C | 3 | 0 | . | -4 | 15 | -2[16.7 µM] | -5 | -2.6
CCCNC(=O)N[C@@H]1CC[C@H](CC(=O)NC2CCCCC2)O[C@H]1CO | 2 | -1 | -10 | 1 | 7 | . | -9 | -0.3
CC(=O)NC[C@@H]1[C@H](c2ccccc2)[C@H](CO)N1C(=O)Cc1cccnc1 | -2 | 0 | -6 | 3 | -5 | -14[16.7 µM] | -1 | -6.1
CCOc1ccccc1C(=O)N(Cc1ccccc1)Cc1cc2cc3c(cc2[nH]c1=O)OCCO3 | -2 | 2 | -1 | -1 | -6 | . | 10 | .
CC(C)(C)CC(=O)O/N=C(\N)c1ccncc1 | -3 | . | 11 | . | . | . | 5 | 0.8
O=[N+]([O-])c1ccc(N2CCN(S(=O)(=O)c3ccccc3)CC2)cc1 | 5 | 1 | -1 | 4 | 1 | -1 | . | 1.1
C[C@H](CO)N1C[C@H](C)[C@H](CN(C)S(=O)(=O)c2ccc(Cl)cc2)Oc2ccc(NC(=O)Nc3ccc(F)cc3)cc2CC1=O | -30 | -2 | . | 0 | -194 | 1[16.7 µM] | 7 | 5.2
CS(=O)(=O)N(CC(=O)NCCSCc1ccco1)c1ccc2c(c1)OCO2 | 20 | . | 7 | . | -3 | 1 | 4 | 2.5
O=C(Nc1ncc(Br)s1)C(Cc1ccccc1)n1cccc1 (stereo not drawn) | -15 | 0 | 0 | 39 | 8 | . | . | -3.4
CCOC(=O)/C=C(/C)N1N=C(c2ccc(OC)cc2)CC1c1cccc([N+](=O)[O-])c1 (stereo not drawn) | -28 | 0 | 14 | -1 | -7 | 12 | -3 | .
O=C(Nc1cccc(Cl)c1)C1CCCN(S(=O)(=O)c2cnc[nH]2)C1 (stereo not drawn) | 7 | 4 | 2 | -1 | -13 | -1 | 0 | 1.7
C[C@@H]1CN([C@H](C)CO)C(=O)Cc2cc(NC(=O)Nc3ccccc3)ccc2O[C@H]1CN(C)S(C)(=O)=O | 11 | 4 | . | -2 | -16 | -2[16.7 µM] | -3 | -2.8
CC(=O)N(CCC1(C(C)C)CCOC(C)(C)C1)C(C)c1cccs1 (stereo not drawn) | 24 | -2 | -1 | -2 | 1 | . | 1 | -5.3
Cc1ccccc1NC(=O)COC(=O)CC1CCCC1 | 18 | -1 | -10 | -1 | 3 | -2 | 9 | -0.1
O=C(Cn1cnc2cc([N+](=O)[O-])ccc2c1=O)Nc1cccc(S(=O)(=O)N2CCCCC2)c1 | -9 | 6 | 2 | -1 | 25 | -1 | -1 | -0.1
Cc1nc2ccccn2c1-c1csc(Nc2cccc(C(=O)O)c2)n1 | -14 | -9 | -3 | 2 | 3 | -3 | 11 | 1.4
COc1ccc(NC(=O)Cn2c(=O)oc3cc(Cl)ccc32)c(OC)c1 | -1 | -14 | 4 | -1 | -5 | . | 8 | -1.6
O=C(NNC(=O)c1cc(Br)ccc1O)c1csc(N2CCOCC2)n1 | . | 2 | . | -2 | 13 | -7 | 7 | .
